# Compound activity: PubChem BioAssay, NMMLSC
# Bcl-XL Bim block: inhibitors of Bim-Bcl-XL binding, primary screen, biochemical, multiplexed, bead flow cytometry, human Bcl-XL. Bim peptide-Bcl-XL binding, fluorescence. inhibition, % at 10 µM. actives 0.04% (n = 190,000). AID 1007, 2008
# Target sequence (Q07817 whole entry, looked up): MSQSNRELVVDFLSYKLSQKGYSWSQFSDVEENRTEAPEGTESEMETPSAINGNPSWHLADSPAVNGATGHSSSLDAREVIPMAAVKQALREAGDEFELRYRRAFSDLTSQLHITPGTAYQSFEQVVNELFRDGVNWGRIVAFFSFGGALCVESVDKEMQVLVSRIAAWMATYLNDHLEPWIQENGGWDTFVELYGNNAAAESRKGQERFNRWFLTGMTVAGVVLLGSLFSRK
# Bfl-1 Bim block: inhibitors of Bim binding to Bfl-1, primary screen, biochemical, multiplexed, bead-based flow cytometry; Bcl-2-related protein A1 (Homo sapiens), Q16548; Bim-Bfl-1 binding inhibition; actives 0.12% (n = 190,000); AID 1008, 2008; inhibition, % at 10 µM;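 further: 0% = wells without compound plus tracer and 100% = blocker peptide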
# ABCG2 inh: ABCG2 efflux pump inhibitors, primary screen, multiplex with ABCB1, IgMXP3 cells, flow cytometry; JC-1 efflux; inhibition, % at 6.6 µM; actives 0.1% (n = 190,000);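 active means inhibition above 80%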;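 further: 0% = DMSO and 100% = nicardipine control wells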
# Target sequence (Q9UNQ0 whole entry, looked up): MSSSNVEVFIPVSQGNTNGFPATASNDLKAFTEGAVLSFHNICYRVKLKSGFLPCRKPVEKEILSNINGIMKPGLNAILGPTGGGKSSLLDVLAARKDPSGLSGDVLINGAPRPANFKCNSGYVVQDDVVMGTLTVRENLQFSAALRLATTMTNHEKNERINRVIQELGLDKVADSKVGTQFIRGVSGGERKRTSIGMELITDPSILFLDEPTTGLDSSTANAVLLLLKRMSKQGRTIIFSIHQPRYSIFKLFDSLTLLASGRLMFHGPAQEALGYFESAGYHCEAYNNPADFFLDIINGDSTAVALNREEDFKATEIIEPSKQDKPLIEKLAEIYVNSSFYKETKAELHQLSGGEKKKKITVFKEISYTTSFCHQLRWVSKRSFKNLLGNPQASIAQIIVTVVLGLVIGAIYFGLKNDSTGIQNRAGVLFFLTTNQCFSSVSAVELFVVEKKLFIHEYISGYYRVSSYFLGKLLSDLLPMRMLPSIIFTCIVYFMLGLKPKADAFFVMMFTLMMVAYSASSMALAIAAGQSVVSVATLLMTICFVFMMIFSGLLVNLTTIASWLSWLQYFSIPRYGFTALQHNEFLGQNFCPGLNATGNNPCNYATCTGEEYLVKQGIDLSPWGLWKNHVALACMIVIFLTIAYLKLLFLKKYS
#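 Test system: IgMXP3 cells (ABCG2) mixed with DDAO far-red-labelled CCRF-Adr cells (ABCB1). Reagent: JC-1 transporter substrate. Compound dosing: single test compound dose, 6.6 µM final. Times: 10 min compound exposure, 25 °C. Detection: flow cytometry of retained JC-1 fluorescence. Read-out basis: efflux inhibition in percent versus controls. Controls: nicardipine and DMSO wells.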
# RGS7-Gao reg: RGS7-Galphao binding modulators, primary screen, biochemical, multiplexed bead flow cytometry; AID 1439, 2008; actives lie on both sides; Guanine nucleotide-binding protein G(o) subunit alpha (Homo sapiens), P09471; binding response (% of control), % at 10 µM; actives 0.35% (n = 220,000); in the data active means binding response below about 49% or above about 150%; inconclusive means no clear call, values can overlap the other calls; inactive means in between;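 further: fluorescent Galphao held in activated GDP-AlF4 state binding bead-coupled RGS7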
# Bim-Bcl-2: inhibitors of Bim-Bcl-2 binding, primary screen, biochemical, multiplexed, human Bcl-2 family; Apoptosis regulator Bcl-2 (Homo sapiens), P10415; Bead-based flow cytometry, Bim peptide-Bcl-2 binding; inhibition, % at 10 µM; actives 0.06% (n = 190,000); AID 950, 2007; in the data active means inhibition above about 40%; inconclusive means no clear call, values can overlap the other calls;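 further: 0% = no compound wells with probe peptide and 100% = reference peptide inhibitor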
# Bim-Bcl-W: inhibitors of Bim binding to Bcl-W, primary screen, biochemical, multiplexed, bead-based flow cytometry; Bim peptide-Bcl-W binding; inhibition, % at 10 µM; actives 0.02% (n = 190,000); AID 952, 2007;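 further: 0% = bound tracer without compound and 100% = peptide blocker; higher means less fluorescent Bim peptide bound to Bcl-W beads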
# Target sequence (Q92843 whole entry, looked up): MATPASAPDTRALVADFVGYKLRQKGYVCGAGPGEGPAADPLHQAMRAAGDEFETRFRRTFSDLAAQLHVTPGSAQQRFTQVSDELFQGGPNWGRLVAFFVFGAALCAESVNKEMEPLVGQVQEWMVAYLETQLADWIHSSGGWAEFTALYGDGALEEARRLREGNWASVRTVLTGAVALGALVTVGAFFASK
# Avidin bead fluor: green autofluorescence of compounds with avidin beads – biophysical, 488/530 nm, flow cytometry, artefact control, profiling panel. compound fluorescence 488/530 nm; active compounds read high. fluorescence (KMESF) at 10 µM. actives 0.38% (n = 220,000). AID 1775, 2009; in the data active means fluorescence above about 47; further: inactives centre near 10
# GSH fluor: compound fluorescence on glutathione beads, profiling panel, artefact control, biophysical, 488/530 nm, flow cytometry | fluorescence (KMESF) at 10 µM | actives 0.25% (n = 190,000) | GSH beads flow cytometry, compound fluorescence 488/530 nm; active compounds read high | AID 1776, 2009; in the data active means fluorescence above about 89;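 further: glutathione beads carrying GST-tagged Bcl family fusion proteins plus one bare bead set; values are compound well signal with DMSO vehicle wells as background; inactives centre near 16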
# RGS4-Gao reg: modulators of RGS4 binding to Galphao, primary screen, biochemical, multiplexed bead flow cytometry; Guanine nucleotide-binding protein G(o) subunit alpha (Homo sapiens), P09471; actives lie on both sides; binding response (% of control), % at 10 µM; actives 0.33% (n = 220,000); AID 1415, 2008; in the data active means binding response below about 49% or above about 150%; inactive means in between;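 further: fluorescent Galphao activated with aluminum fluoride binding bead-coupled RGS4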
# ABCB1 inh: ABCB1 efflux pump inhibitors, primary screen, cell-based, multiplex, flow cytometry, ABCG2 counter-screen; ATP-dependent translocase ABCB1 (Homo sapiens), P08183; CCRF-Adr cells, JC-1 efflux; inhibition, % at 6.6 µM; actives 0.067% (n = 190,000); in the data active means inhibition above about 40%;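 further: 0% = vehicle and 100% = reference inhibitor; higher value means more JC-1 retained so stronger ABCB1 efflux block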
# Bim-Bcl-B: inhibitors of Bim-Bcl-B binding, primary screen, biochemical, multiplexed, human Bcl-2 family | Bcl-2-like protein 10 (Homo sapiens), Q9HD36 | bead-based flow cytometry, Bim peptide-Bcl-B binding | inhibition, % at 10 µM | actives 0.073% (n = 190,000) | AID 951, 2007;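 further: 0% = tracer peptide without compound and 100% = reference inhibitor peptide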
# * marks the source's active call; other numbers are inactive results; ? = inconclusive; . = no result given. Unless noted, no stated cut-off is given here; in the data, active means inhibition above about 40%.
SMILES,Bcl-XL Bim block,Bfl-1 Bim block,ABCG2 inh,RGS7-Gao reg,Bim-Bcl-2,Bim-Bcl-W,Avidin bead fluor,GSH fluor,RGS4-Gao reg,ABCB1 inh,Bim-Bcl-B
Cc1cccc(NC(=O)CSc2nc3c([nH]c4ccccc43)c(=O)n2C)c1,-4.0,-7.0,-0.6,92.9,-6.0,-3.0,9,9,95.3,-0.4,-6.0
Nc1nnc(-c2ccc(F)cc2)s1,-3.0,-8.0,2.9,100.3,-11.0,2.0,9,15,95.3,0.1,-7.0
COc1ccc(Cl)cc1C(=O)NC(=S)Nc1cc(-c2nc3ccccc3[nH]2)ccc1C,-3.0,1.0,-1.8,92.3,10.0,-1.0,19,9,93.1,-0.7,4.0
COCCn1c(SCC(=O)NCc2ccco2)nnc1C(C)C,-8.0,0.0,0.1,96.0,-11.0,-3.0,19,17,98.7,-0.1,-6.0
O=c1c(Cc2ccc(Cl)cc2)c(O)ccn1Cc1cccc(Cl)c1,-3.0,-3.0,6.5,98.0,-1.0,-2.0,34,11,100.6,0.9,-2.0
O=C(COc1ccc(=O)n(-c2ccccc2)n1)Nc1ccccc1,-4.0,-6.0,3.2,96.4,-8.0,1.0,6,26,97.8,0.7,-8.0
CNCc1cc2ccc(C)cc2[nH]c1=O,-3.0,-5.0,4.9,102.4,-8.0,-3.0,13,33,102.9,0.9,0.0
COc1ccc(CN(Cc2ccco2)S(=O)(=O)c2ccc(S(=O)(=O)N3CCCC3)cc2)cc1,-3.0,-11.0,1.4,104.3,-6.0,1.0,10,14,102.9,0.8,-6.0
COc1ccc(Cl)cc1N(C)C(=O)CCc1nc(-c2ccc(C)cc2)no1,-9.0,-15.0,51.2,101.6,-11.0,-4.0,34,20,101.5,2.9,-10.0
O=C(Oc1ccc(OC(=O)c2ccco2)c(S(=O)(=O)c2ccc(Br)cc2)c1)c1ccco1,0.0,-11.0,0.5,101.3,-2.0,2.0,4,21,100.0,0.1,0.0
CCCc1nc2c(C)cc(C)cc2c(N)c1CC,17.0,-17.0,0.8,94.3,-13.0,1.0,14,24,97.0,0.1,-8.0
Cc1ccc(NC2=NCC(=O)N2Cc2cccs2)cc1C,-2.0,-4.0,12.0,107.6,-1.0,-2.0,9,19,106.8,0.4,-4.0
CC(C)n1cc([C@@H]2C[C@H]3CN(Cc4cccc(Cl)c4)C(=O)[C@]34CCCN24)cn1,-3.0,-4.0,0.3,103.1,-4.0,-3.0,11,13,100.2,-0.1,-8.0
CCOc1ccc(NS(=O)(=O)N(C)C)cc1,-3.0,-1.0,2.1,102.8,-2.0,0.0,26,27,103.0,0.5,-5.0
CC(C)CC(C(=O)Nc1oc(-c2ccccc2)c(-c2ccccc2)c1C#N)N1C(=O)c2ccccc2C1=O (stereo unspecified),-3.0,4.0,-4.8,97.9,-2.0,-1.0,6,22,96.6,-1.1,-3.0
CCOC(=O)C1(CCCc2ccccc2)CCN(C(=O)c2ocnc2C)CC1,-2.0,-9.0,1.9,93.9,-4.0,0.0,3,12,100.9,1.8,-7.0
CNc1nc(N)nc(OC(C(F)(F)F)C(F)(F)F)n1,0.0,-4.0,-1.4,99.4,0.0,0.0,10,13,100.5,-0.4,-3.0
CCOC(=O)N1CCN(C(=O)CNCc2cccs2)CC1,-4.0,-2.0,0.3,103.7,-6.0,-1.0,29,13,100.1,0.1,-3.0
COc1ccc(NS(=O)(=O)c2ccc(N)c(C(=O)O)c2)cc1,-12.0,-2.0,4.2,109.3,0.0,3.0,1,28,108.5,0.2,2.0
O=C1CN2C(=Nc3ccc(Br)cc3C2c2ccccc2)CCN1 (stereo unspecified),0.0,-1.0,0.9,100.3,-1.0,-1.0,23,11,105.7,0.2,-3.0
CCOC(=O)/C=C/C(=O)OCC(=O)Nc1ccc(OC)c(Cl)c1,-1.0,1.0,13.3,100.6,-4.0,0.0,11,11,103.2,0.7,0.0
CCOc1ccc(N2C(=O)CC(Sc3nc(-c4cccs4)cc(C(F)(F)F)c3C#N)C2=O)cc1 (stereo unspecified),-3.0,-8.0,-0.3,99.0,-4.0,-1.0,4,24,100.9,-0.1,-9.0
COc1cccc(/C=C/C(=O)Nc2cccc(C(C)=O)c2)c1OC,0.0,-2.0,-3.4,?,-3.0,0.0,14,13,97.5,-1.4,0.0
COc1ccc2c(c1OC)C(=O)OC2C/C(=N\NC(N)=O)c1ccccc1 (stereo unspecified),-1.0,-4.0,8.7,?,-2.0,-3.0,9,13,102.1,0.8,-5.0
CCc1nnc2sc(-c3ccc(NC(=O)c4ccco4)cc3)nn12,-2.0,-2.0,1.7,87.5,-1.0,-2.0,11,6,85.3,0.3,0.0
O=C(NC(=S)Nc1ccccc1N1CCCCC1)c1ccco1,-15.0,-10.0,6.9,100.0,-7.0,-13.0,11,21,102.7,0.4,-13.0
COc1ccc(C(=O)Cc2nnc(C)s2)cc1,-8.0,-4.0,-21.7,105.6,0.0,-2.0,6,22,102.9,-6.0,-5.0
CCOC(=O)c1nn(-c2ccccc2C)c2nc(CC(C)C)c(C#N)c(=O)n12,-31.0,-36.0,12.0,102.2,-40.0,-42.0,9,59,104.0,1.3,-49.0
Cc1nc2c([nH]c3ccc(Br)cc32)s1,2.0,-3.0,7.7,95.5,-3.0,-1.0,15,54,92.6,0.8,-3.0
CC(=O)Nc1ccc(C(=O)CSc2nc3ccc(C)cc3[nH]2)cc1,-8.0,0.0,-2.7,98.8,-1.0,-4.0,11,4,98.7,-0.9,-8.0
COc1ccc(CCNC(=O)c2noc3c2CCCC3)cc1OC,-7.0,-17.0,16.4,101.1,-8.0,-1.0,23,24,98.9,0.1,-5.0
O=C(CCCN1C(=O)c2ccccc2C1=O)NCc1ccco1,-4.0,-1.0,0.7,111.2,-2.0,-5.0,20,12,109.3,0.3,-2.0
COc1ccc(Br)c(C(=O)NC2CCCC2)c1,-3.0,-7.0,0.0,97.1,-1.0,-4.0,24,7,99.9,0.1,-4.0
Cc1ccc(CNC(=O)Cn2c(=O)n(-c3ccccc3)c(=O)c3sccc32)cc1,0.0,-4.0,2.5,?,0.0,2.0,10,14,92.1,1.6,-5.0
COc1ccccc1/C=C/C1=NC(=C\C=C/c2ccccc2)/C(=O)O1,-2.0,6.0,-5.9,93.5,4.0,0.0,10,8,93.1,.,4.0
O=C(OC1CCOC1=O)c1ccc2ncsc2c1 (stereo unspecified),-4.0,-7.0,0.0,98.0,-9.0,-4.0,23,15,100.2,0.0,-9.0
CC1(C)CC(=O)c2sc(NC(=O)C3COc4ccccc4O3)nc2C1 (stereo unspecified),-4.0,-11.0,-1.8,99.8,-5.0,2.0,8,21,99.9,-2.1,-4.0
C=CC(=O)NC(NC(=O)C=C)c1ccc(Br)cc1,-3.0,-4.0,0.9,95.8,-6.0,-3.0,30,14,97.5,0.1,-4.0
Cc1nc(SCc2ccc(Cl)c(Cl)c2)ncc1C(=O)O,1.0,-3.0,0.5,97.8,-1.0,0.0,11,13,102.4,-0.2,0.0
CC(NC(=O)CN1CCN(c2ncccn2)CC1)c1ccc(F)cc1 (stereo unspecified),0.0,-4.0,2.5,99.5,-6.0,-2.0,13,24,102.2,0.5,-1.0
COc1ccc(C2OC(=O)CC2C(=O)NC2CCCC(C)C2C)cc1OC (stereo unspecified),-5.0,-2.0,3.7,103.8,-2.0,-5.0,32,18,102.9,1.2,-4.0
O=C(Nc1nnc(-c2cccs2)o1)c1ccc(S(=O)(=O)N2CCOCC2)cc1,1.0,0.0,-1.8,104.3,1.0,0.0,15,72,101.5,-0.7,0.0
CCOC(=O)N1CCC(=NNC(=O)c2ccc(O)cc2)CC1,-4.0,-6.0,-0.7,101.8,-7.0,-2.0,12,14,102.2,-0.3,-6.0
NNC(=O)C1=NOC2COC3(CCN(c4ncccn4)CC3)OCC12 (stereo unspecified),-2.0,-6.0,5.7,100.0,-3.0,0.0,23,7,99.4,1.1,-3.0
Cc1ccc(C)c(C2=NNC(=NCc3ccccc3)SC2)c1,-2.0,5.0,5.9,?,1.0,-4.0,9,27,99.1,1.2,-16.0
CCn1c(SCC(=O)c2ccc(Cl)cc2)nnc1-c1ccoc1C,4.0,-2.0,4.4,99.0,-1.0,2.0,5,59,102.3,0.7,-5.0
Cc1onc(C(=O)N2CCN(c3ccccc3F)CC2)c1-c1ccccc1Cl,-2.0,-5.0,7.0,105.9,-5.0,-7.0,18,16,106.8,1.4,-2.0
COc1cc(NC(=O)c2cc(-c3cccs3)on2)cc(OC)c1OC,-4.0,-11.0,3.4,92.1,-6.0,1.0,9,12,99.2,0.1,-6.0
Clc1cccc(CSc2ccc(-c3ccco3)nn2)c1,0.0,5.0,3.7,97.8,7.0,4.0,22,25,97.2,0.7,0.0
Cc1cc2cc3c(cc2nc1SCC(=O)Nc1c(C)cccc1C)CCC3,0.0,0.0,1.7,93.0,0.0,0.0,30,15,92.1,0.6,-2.0
COc1cccc(C(=O)O/N=C(\N)c2ccc([N+](=O)[O-])cc2)c1,-3.0,-12.0,5.2,100.8,-15.0,3.0,12,12,84.2,0.5,-9.0
CCCC1O[C@@H]2CC3C4CCC5=CC(=O)C=C[C@]5(C)C4C(OC(C)=O)C[C@]3(C)[C@]2(C(=O)COC(C)=O)O1 (stereo partly specified),-3.0,-3.0,7.1,98.5,0.0,-5.0,29,11,97.0,3.5,-2.0
CCOc1ccc(Cc2nc(C)c(CC(=O)N3CCCCC3)c(=O)[nH]2)cc1,-14.0,-2.0,-1.6,100.8,-4.0,-6.0,26,21,102.1,-0.1,-2.0
O=C(C(Cc1ccccc1)n1cccc1)N1CCN(C2CCCCC2)CC1 (stereo unspecified),-6.0,-13.0,3.0,96.1,-11.0,-4.0,7,15,101.0,1.0,-6.0

# Profiles, looked up by structure. Screens in order: Bcl-XL Bim block	Bfl-1 Bim block	ABCG2 inh	RGS7-Gao reg	Bim-Bcl-2	Bim-Bcl-W	Avidin bead fluor	GSH fluor	RGS4-Gao reg	ABCB1 inh	Bim-Bcl-B
# Results for `CCCC1O[C@@H]2CC3C4CCC5=CC(=O)C=C[C@]5(C)C4C(OC(C)=O)C[C@]3(C)[C@]2(C(=O)COC(C)=O)O1` (stereo partly specified) → -3.0	-3.0	7.1	98.5	0.0	-5.0	29	11	97.0	3.5	-2.0
# Results for `CCOc1ccc(Cc2nc(C)c(CC(=O)N3CCCCC3)c(=O)[nH]2)cc1` → -14.0	-2.0	-1.6	100.8	-4.0	-6.0	26	21	102.1	-0.1	-2.0
# Results for `COc1cccc(C(=O)O/N=C(\N)c2ccc([N+](=O)[O-])cc2)c1` → -3.0	-12.0	5.2	100.8	-15.0	3.0	12	12	84.2	0.5	-9.0
